Screens from PubChem.
Nrf2 inh – Nrf2 qHTS screen for inhibitors; Potency, µM (series often up to 46 µM), without a hit: at the highest dose activity change, negative = inhibition, most hits filed as inhibitors; A549 ARE-Fluc reporter, luciferase luminescence, 18-24 h; AID 504444, 2011; 2.1% of 360,000 active; note: % is set by controls: 0 for no effect and ±100 for the full control effect; nearly all actives have a fitted effect of over 60% in size
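Two sequential reads on A549 ARE_Fluc cells exposed to compound for 18-24 h: a CellTiter-Fluor fluorescence read for viability, then a luciferase luminescence read for Nrf2/ARE activity.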
TGFb SMAD3 inh – qHTS for Inhibitors of TGF-b; HepG2 CAGA-GFP TGF-b/SMAD3 reporter, GFP fluorescence, 18 h; TGF-beta stimulated, 500 pg/mL final; Potency, µM (doses to about 46.1 µM), without a hit: top-dose activity, negative = inhibition, hits mostly inhibitors; 1.2% of 410,000 active; note: % is set by controls: 0 for no effect and ±100 for the full control effect; nearly all actives have a fitted effect of over 65% in size
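HEPG2 CAGA-GFP cells (1000/well, DMEM with 1% FBS) were pre-incubated 2 h at 37 degrees C, given compound by pin tool, then stimulated with TGF-beta at 500 pg/mL final for 18 h before per-cell GFP fluorescence imaging.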
EPAC2 antagonist – qHTS for Antagonist of cAMP-regulated guanine nucleotide exchange factor 2 (EPAC2): primary screen; Rap guanine nucleotide exchange factor 4 (Homo sapiens), Q8WZA2; EPAC2 GEF exchange of Rap1B-BODIPY-GDP, fluorescence; Potency, µM (series often up to 114 µM), inactives show top-dose activity, negative = inhibition, hits mostly inhibitors; 0.18% of 360,000 active; AID 720708, 2013; note: % is set by controls: 0 for no effect and ±100 for the full control effect; nearly all actives have a fitted effect of over 45% in size; many of its hits are not listed in these tables
Target sequence (Q8WZA2 whole entry, looked up): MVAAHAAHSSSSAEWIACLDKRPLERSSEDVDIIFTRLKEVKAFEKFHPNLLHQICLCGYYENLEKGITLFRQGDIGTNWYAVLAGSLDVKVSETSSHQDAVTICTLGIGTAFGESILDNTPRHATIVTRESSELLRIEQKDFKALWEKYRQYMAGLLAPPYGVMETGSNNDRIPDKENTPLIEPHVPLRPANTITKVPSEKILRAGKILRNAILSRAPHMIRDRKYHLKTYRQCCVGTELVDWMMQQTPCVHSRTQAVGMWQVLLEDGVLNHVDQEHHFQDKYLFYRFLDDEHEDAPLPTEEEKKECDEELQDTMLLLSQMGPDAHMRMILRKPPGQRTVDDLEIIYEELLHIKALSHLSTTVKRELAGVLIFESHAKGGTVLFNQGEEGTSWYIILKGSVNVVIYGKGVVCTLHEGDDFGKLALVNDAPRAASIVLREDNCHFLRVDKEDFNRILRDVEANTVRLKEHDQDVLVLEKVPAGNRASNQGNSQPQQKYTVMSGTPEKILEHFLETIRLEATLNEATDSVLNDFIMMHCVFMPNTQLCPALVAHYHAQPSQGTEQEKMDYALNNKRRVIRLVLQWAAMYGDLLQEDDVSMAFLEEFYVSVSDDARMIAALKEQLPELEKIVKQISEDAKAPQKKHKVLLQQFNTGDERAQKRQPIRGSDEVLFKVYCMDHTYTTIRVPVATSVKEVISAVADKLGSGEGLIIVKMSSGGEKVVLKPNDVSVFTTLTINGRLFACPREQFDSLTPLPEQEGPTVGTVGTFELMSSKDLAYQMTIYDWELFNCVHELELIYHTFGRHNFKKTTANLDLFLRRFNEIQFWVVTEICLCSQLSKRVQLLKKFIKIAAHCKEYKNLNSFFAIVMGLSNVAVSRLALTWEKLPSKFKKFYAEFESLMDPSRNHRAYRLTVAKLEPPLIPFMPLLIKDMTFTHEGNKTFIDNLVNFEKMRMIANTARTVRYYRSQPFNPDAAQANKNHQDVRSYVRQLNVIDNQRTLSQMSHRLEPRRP
A549 tox – Nrf2 qHTS screen for inhibitors: counterscreen for cytotoxicity; A549 ARE-Fluc cells, CellTiter-Fluor viability, 18-24 h; Potency, µM (series often up to 46 µM), without a hit: top-dose activity change, negative = cytotoxicity, hits mostly inhibitors; 0.16% of 390,000 active; AID 504648, 2011; note: % is set by controls: 0 for no effect and ±100 for the full control effect
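A549 ARE_Fluc cells in 5% FBS OPTI-MEM were exposed to compounds in concentration-response for 18-24 h at 37 deg C. Viability was read by CellTiter-Fluor fluorescence (Ex 405/Em 525) after 30 min, before the luciferase read.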
S2 tox – Viability Counterscreen for Primary qHTS for Inhibitors of ATXN expression. S2 cells (HEK-293 line with an ATXN2-luciferase reporter) viability, CellTiter-Fluor protease fluorescence, 24 h. Potency, µM (highest dose often 56.7 µM), most hits filed as cytotoxic. 0.49% of 400,000 active. AID 651635, 2014; note: nearly all actives have a fitted effect of over 40% in size
MCF10A rereplic – A quantitative high throughput screen for small molecules that induce DNA re-replication in MCF 10a normal breast cells | MCF 10A DNA re-replication, Hoechst nuclear intensity, 48 h | 2.9% of 350,000 active | AID 624296, 2012 | Potency, µM (top dose mostly 46.1 µM), for the others: top-dose activity, positive = re-replication, actives largely listed as activators; note: % of control where 0% means no effect; nearly all actives have a fitted effect of over 50% in size
HepG2 tox – qHTS for Inhibitors of TGF-b: Cytotox Counterscreen | Potency, µM (series often up to 46.1 µM), without a hit: at the top dose activity change, negative = cytotoxicity, most hits filed as cytotoxic | 0.76% of 410,000 active | HepG2 CAGA-GFP viability, ATP luminescence, 18 h; note: some results filed as inactive show a strong effect at the top dose
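CellTiter-Glo luminescence gave cytotoxicity after 18 hours at 37 degrees C. The cells were HepG2 CAGA-GFP in 1% FBS DMEM, stimulated with 500 pg/mL TGF-beta after compound addition. %Activity was normalised to no-cell wells (complete cell-killing) and DMSO (no toxicity), and curves were fitted and classified.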
ATXN2 expr inh – Primary qHTS for Inhibitors of ATXN expression; HEK-293 ATXN2-luciferase reporter, luminescence, 24 h; 0.72% of 360,000 active; Potency, µM (highest dose often 57 µM), inactives show at the top dose activity change, negative = inhibition, most hits filed as inhibitors; note: % is set by controls: 0 for no effect and ±100 for the full control effect; nearly all actives have a fitted effect of over 55% in size
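qHTS (up to 57 uM final) was run with 24 h compound exposure of reporter cells at 37 °C. Each well was multiplexed: SteadyGlo luminescence measured ATXN2-luciferase expression after a fluorogenic Gly-Phe-AFC viability readout (25 uM final).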
Nrf2 activator – qHTS of Nrf2 Activators. Potency, µM (titrated, usually from 46.1 µM), for inactives: at the top dose activation, hits mostly activators. AREc32 ARE-luciferase reporter (MCF7-derived line), luminescence, 24 h. AID 624171, 2012. 0.31% of 410,000 active; note: % of control where 0% means no effect; nearly all actives have a fitted effect of over 65% in size
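Each well held 1000 AREc32 cells, which were incubated with compound for 24 hr at 37 deg C after overnight attachment, and ARE reporter activity was quantified by firefly luciferase luminescence.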
The depositor's hits bear a star; i = inactive; ? = inconclusive; · = not tested or not shown; [ ] = dose if it differs, or a comment. Calls come from the whole dose curve; as a rule, active = well fitted curve in the direction sought with a large enough effect; inconclusive = small, poorly fitted or top-dose-only effect, or another doubt; inactive = no such curve, though single readings can be large; an effect the other way counts as inactive or inconclusive. Potency is the fitted concentration of half-maximal effect. A portion of the library, so the mix of outcomes need not match the whole.

Compound | Nrf2 inh | S2 tox | A549 tox | MCF10A rereplic | EPAC2 antagonist | ATXN2 expr inh | HepG2 tox | TGFb SMAD3 inh | Nrf2 activator
CCN(CC)C1CCN(c2nc3nonc3nc2NCCOC)C1 (configuration not stated) | 6% | i | 12% | ? | 1% | 3% | -7% | 20% | 2.0%
O=C(CCCN1C(=O)/C(=C/c2ccc(F)cc2)SC1=S)NC1CCS(=O)(=O)C1 (configuration not stated) | 12% | ? | -16% | ? | -7% | -10% | -28% | -14% | 14%
O=[N+]([O-])c1cc2ccccc2c(O)c1O | · | i | · | · | -17% | · | 4% | 12% | 12%
CCCNC(=O)CNC(=S)N(Cc1ccccc1F)C1CCCCC1 | -29% | i | -3% | ? | -8% | -22% | -39% | -19% | 0.3%
C[C@H](CO)N1C[C@H](C)[C@H](CN(C)C(=O)Nc2ccc(C(F)(F)F)cc2)Oc2ncc(Br)cc2C1=O | · | i | · | · | -6% | -6% | 2% | -7% | 1.0%
CC(C)CCN(N=O)[C@@H](Cc1ccccc1)CN(N=O)[C@@H](Cc1ccccc1)CN(C)N=O | -10% | i | -3% | 1% | -12% | -9% | -27% | -13% | -0.5%
CC1(C(=O)N2CCN(C(=O)c3ccco3)CC2)CCN1Cc1ccccc1OC(F)F (configuration not stated) | · | i | · | · | 10% | 8% | -7% | -7% | -1.1%
COc1ccc(NC(=O)NNC(=O)COc2ccc3ccccc3c2)cc1OC | -8% | i | 2% | 18% | -11% | -17% | -2% | 0% | 2.8%
COc1ccc(SCC(O)Cn2c3ccccc3c3ccccc32)c(OC)c1 (configuration not stated) | · | ? | · | · | -15% | -26% | · | · | 7.4%
CCCN(S(=O)(=O)c1ccccc1F)S(=O)(=O)c1ccccc1Br | -12% | i | 3% | 21µM* | -3% | 4% | -16% | 10% | -0.6%

3 compounds out of the list above, sorted by the value under Nrf2 activator, ascending.
structure | EPAC2 antagonist | TGFb SMAD3 inh | Nrf2 activator
CCCN(S(=O)(=O)c1ccccc1F)S(=O)(=O)c1ccccc1Br | -3% | 10% | -0.6%
CCN(CC)C1CCN(c2nc3nonc3nc2NCCOC)C1 (configuration not stated) | 1% | 20% | 2.0%
COc1ccc(NC(=O)NNC(=O)COc2ccc3ccccc3c2)cc1OC | -11% | 0% | 2.8%

Continued.
Compound | Nrf2 inh | S2 tox | A549 tox | MCF10A rereplic | EPAC2 antagonist | ATXN2 expr inh | HepG2 tox | TGFb SMAD3 inh | Nrf2 activator
Cc1c(Cl)cccc1NC(=O)CSc1nnc(C)n1-c1ccccc1 | ? | i | -13% | 0% | -5% | -3% | 8% | 5% | 0.0%
CCN(CC)CCNCc1cc(Cl)c(OCC(=O)Nc2ccccc2)c(OC)c1 | 4% | i | 15% | 20% | 8% | -19% | -21% | 15% | 0.3%
CCc1nc2c(OCc3ccccc3)cccn2c1N(C)C(C)=O | · | i | · | · | 7% | 7% | 1% | 8% | 0.5%
CN1CCN(C2=NC(=O)/C(=C/c3cn[nH]c3-c3ccccc3)S2)CC1 | -13% | i | -14% | -3% | -9% | · | 26% | 26% | 0.4%
O=C(O)c1cc(S(=O)(=O)NCC2CCCO2)ccc1Cl (configuration not stated) | 9% | i | -1% | 17% | -5% | 3% | -4% | 0% | -0.7%
CC(=O)N1c2c(cc(Br)cc2S(=O)(=O)N2CCN(c3ccccn3)CC2)CC1C (configuration not stated) | -8% | i | -5% | ? | 2% | -3% | -6% | -5% | -0.4%
O=C(CC12CC3CC(CC(Br)(C3)C1)C2)NC1CCCC1 | 5% | i | -3% | -5% | 0% | -9% | -6% | -1% | -0.2%
CCS(=O)(=O)N1CCN(C(=O)c2cc(OC)cc(OC)c2)CC1 | -15% | i | -1% | -5% | -5% | -3% | -16% | 0% | -0.6%
COc1cccc(NC(=O)CNC(=O)c2ccc([N+](=O)[O-])cc2)c1 | 4% | i | 1% | 2% | 0% | -8% | 7% | 15% | -0.1%
CCc1nnc(NC(=O)Cc2ccc(OCc3c(C)noc3C)cc2)s1 | -21% | i | -4% | ? | -5% | 15% | -4% | 3% | 2.1%
COc1ccc(CCNc2ncnc3c2nnn3Cc2ccccc2)cc1 | -36% | i | -8% | 27% | 1% | -27% | -19% | -27% | 2.3%
COc1cc(Cl)c(C)cc1NC(=O)c1ccc2c(c1)OCO2 | ? | ? | 2% | 5% | -6% | 35% | -40% | -25% | 3.5%
NC1=NC2(CCCCCC2)n2c(nc3ccccc32)N1 | 5% | ? | -1% | 4% | 1% | 7% | 5% | 6% | 0.0%
CCn1c(/N=C/c2ccc(OC)cc2O)nc2ccccc21 | -1% | i | 2% | ? | -4% | -42% | 41% | 27% | -0.3%
C[C@H](NC(=O)C1CC(=O)N(c2ccc3c(c2)OCCO3)C1)C(=O)NC1CCCC1 (some centres not stated) | -1% | i | -4% | 0% | -6% | 1% | 1% | 1% | -0.3%
Cc1cccc(C)c1NC(=O)C(c1ccccc1)N1CCC2(CC1)OCCO2 (configuration not stated) | 12% | i | 5% | 4% | -7% | -4% | -3% | 14% | -0.1%
CCOc1ccc(C(=O)NC2CC3CCCC(C2)N3Cc2ccccc2)cc1 (configuration not stated) | -5% | i | -11% | 10% | -3% | -23% | -11% | 4% | 0.0%
O=C(O)c1oc2ccccc2c1CSc1ccc(Cl)cc1 | -4% | i | 8% | ? | -29% | -8% | -6% | 12% | 0.0%
CCOC(=O)c1cccc2c(=O)c(C(=O)c3ccc(Cl)cc3)c(C(=O)OC)[nH]c12 | 1% | i | 0% | 20% | -2% | -11% | 25% | 15% | -0.7%
COc1ccc(OCCC(=O)OCC(=O)NCCC2=CCCCC2)cc1 | 3% | i | -2% | -2% | -9% | -23% | -37% | 1% | -0.8%
Cc1ccc(CS(=O)(=O)CCC(=O)NCc2ccc(F)cc2)cc1 | -2% | i | -3% | -2% | -2% | 1% | 0% | -14% | -0.9%
CCC(/C=C1\Sc2ccc(OC)cc2N1CC)=C\c1sc2ccc(OC)cc2[n+]1CCCS(=O)(=O)[O-] | 10µM* | 22µM* | ? | -7% | -4% | ? | -4% | -15% | -0.3%
CCOC(=O)C(NCc1ccccc1OC)(NC(=O)CC)C(F)(F)F (configuration not stated) | 13% | i | 3% | 14% | 10% | 2% | -1% | -9% | 2.8%
O=C1OC(Nc2ccc(Br)cn2)c2ccccc21 (configuration not stated) | -7% | i | 1% | 4% | -3% | -3% | 2% | 1% | -0.6%
CC1(C)NC(=O)N(CC(O)CN(c2ccccc2)S(=O)(=O)c2ccccc2)C1=O (configuration not stated) | -1% | i | -6% | -29% | -4% | -6% | 5% | -1% | -0.2%
COc1ccc(CCNC(=O)COC(=O)c2ccc(Br)o2)cc1 | 11% | i | 1% | -2% | 12% | 8% | -1% | 1% | -0.3%
CC1CCCCC12NC(=O)N(CC(=O)OCC(=O)NC(=O)c1ccccc1)C2=O (configuration not stated) | 6% | i | 1% | -3% | 0% | 3% | 4% | 16% | 0.2%
C[C@H](CO)N1C[C@H](C)[C@@H](CN(C)S(=O)(=O)c2ccccc2)Oc2c(NS(=O)(=O)c3ccc(F)cc3)cccc2C1=O | -4% | i | 1% | -2% | -11% | 1% | -5% | 5% | -0.4%
Cn1nc(C(C)(C)C)cc1C(=O)N1CCCCC1c1cc(C(=O)NCc2ccc(F)cc2)no1 (configuration not stated) | · | i | · | · | ? | -22% | -10% | ? | -1.1%
Cn1c(=O)c2c(ncn2CC(=O)N2CCN(C(=O)c3ccco3)CC2)n(C)c1=O | -14% | i | -15% | 0% | 9% | -9% | 3% | 9% | -0.4%
O=C(NC(=S)N1CCN(C/C=C/c2ccccc2)CC1)c1c(F)cccc1F | -12% | i | -2% | 14% | 1% | -1% | -20% | -9% | -1.9%
COc1ccccc1N1CCN(C(=O)COc2cccc3ccccc23)CC1 | -13% | i | -3% | 17% | -8% | -6% | -23% | -1% | 4.8%
CCOCCc1nn2c(=O)cc(CSCC(=O)Nc3ccccc3)nc2s1 | 4% | i | 0% | -7% | 11% | · | 4% | 8% | -0.6%
CCc1sc(C(=O)N(CCCOC)c2c(N)n(CC(C)C)c(=O)[nH]c2=O)cc1C | -9% | i | 0% | 2% | 15% | 7% | 8% | -4% | -0.1%
O=C(Nc1cc(Cl)cc(Cl)c1)N1CCCN(Cc2ccccc2)CC1 | -12% | i | -6% | -2% | -2% | -7% | -39% | -11% | 4.2%
CCC(C)[C@H](N)c1nnc(SCc2ccc(Cl)c(Cl)c2)o1 (some centres not stated) | -5% | i | -4% | · | · | -12% | -28% | 3% | 5.7%
Cc1ccc(-n2nnc(-c3ccnc4ccccc34)n2)cc1 | ? | i | 0% | 2% | -8% | 81%[activator] | -18% | -8% | 4.6%
CCOC(=O)c1c(NC(=O)c2ccc(S(=O)(=O)N3CCOCC3)cc2)sc2c1CC(C)(C)NC2(C)C | -6% | i | 7% | -6% | 0% | 11% | -7% | 0% | -0.6%
O=C1C2CC=C(Cl)CC2C(=O)N1c1ncn[nH]1 (configuration not stated) | -2% | i | -2% | -8% | 8% | 3% | 11% | 6% | 0.2%
[2H]C([2H])(CCOS(N)(=O)=O)c1ccccc1 | -2% | i | 1% | -18% | 6% | 1% | 1% | -5% | -1.1%
CCOC(=O)C1(P(=O)(c2ccc(Cl)cc2)c2ccc(Cl)cc2)CCC1 | -15% | i | -11% | 3% | 5% | -15% | -51% | -4% | 0.2%
CN1CCN(C(=O)C2CCCCC2C(=O)O)CC1 (configuration not stated) | 4% | i | 2% | 3% | 4% | 6% | -3% | 4% | 0.1%

Profiles, looked up by structure:
CN1CCN(C(=O)C2CCCCC2C(=O)O)CC1 (configuration not stated) is listed with Nrf2 inh: 4%; S2 tox: i; A549 tox: 2%; MCF10A rereplic: 3%; EPAC2 antagonist: 4%; ATXN2 expr inh: 6%; HepG2 tox: -3%; TGFb SMAD3 inh: 4%; Nrf2 activator: 0.1%
O=C1C2CC=C(Cl)CC2C(=O)N1c1ncn[nH]1 (configuration not stated) is listed with Nrf2 inh: -2%; S2 tox: i; A549 tox: -2%; MCF10A rereplic: -8%; EPAC2 antagonist: 8%; ATXN2 expr inh: 3%; HepG2 tox: 11%; TGFb SMAD3 inh: 6%; Nrf2 activator: 0.2%
